DAGLB inhibitor – blocks human DAGLB lipase activity. Q8NCG7. HEK293T DAGLB membrane lysate, EnzChek fluorogenic substrate. actives 0.059% (n = 340,000). inhibition, % at 5.17 µM. AID 504411; in the data active = inhibition above about 34%;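 note: 0% = enzyme with vehicle and 100% = wells lacking enzyme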
Target sequence (Q8NCG7 whole entry, looked up): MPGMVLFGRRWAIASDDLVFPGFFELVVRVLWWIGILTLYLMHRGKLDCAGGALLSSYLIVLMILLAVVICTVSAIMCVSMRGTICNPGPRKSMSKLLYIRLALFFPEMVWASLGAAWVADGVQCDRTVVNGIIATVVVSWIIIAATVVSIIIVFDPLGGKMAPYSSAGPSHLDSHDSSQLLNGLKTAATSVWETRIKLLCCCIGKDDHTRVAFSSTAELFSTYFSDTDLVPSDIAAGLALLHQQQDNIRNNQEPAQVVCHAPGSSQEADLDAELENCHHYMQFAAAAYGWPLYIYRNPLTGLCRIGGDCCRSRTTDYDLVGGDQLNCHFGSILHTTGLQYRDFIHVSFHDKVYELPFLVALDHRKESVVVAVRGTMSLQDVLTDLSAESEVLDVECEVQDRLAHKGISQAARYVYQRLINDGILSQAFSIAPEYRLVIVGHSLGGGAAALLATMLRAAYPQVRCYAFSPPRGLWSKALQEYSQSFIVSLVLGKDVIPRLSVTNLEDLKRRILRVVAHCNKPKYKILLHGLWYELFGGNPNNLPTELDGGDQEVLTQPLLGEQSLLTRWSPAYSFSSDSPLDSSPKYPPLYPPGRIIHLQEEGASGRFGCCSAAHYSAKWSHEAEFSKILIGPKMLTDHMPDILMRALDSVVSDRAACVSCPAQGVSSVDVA
phage Ecoli inh – E. coli growth loss with phage present; growth absorbance; inhibition, % at 11.9 µM; actives 0.26% (n = 360,000); AID 651602; in the data active = inhibition above about 11%
CDK5 p35 inh – CDK5/p35 (human) kinase inhibition | Q00535+Q15078 | actives 0.01% (n = 330,000) | Recombinant CDK5/p35, ADP-Glo luminescence, 60 min | inhibition, % at 10 µM;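 active = highest replicate inhibition of at least 50% and at least 75% of replicates reaching 50%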;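 note: plate controls were DMSO neutral control for no effect and GW8510 at 10 µM for full effect; many of its hits are not listed in these tables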
PKA-R2B act – activates the human PKA-R2B holoenzyme complex. activation, % at 11.4 µM. PKA-R2B holoenzyme dissociation, Cy5-IP20 fluorescence polarization; R2B truncated from residue 108, S112A mutant; 0% DMSO only, 100% 113 µM cGMP. P22694+P31323. actives 0.079% (n = 340,000);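 active = activation above a cutoff set at the mean over all compounds plus 3 SD, cut at about 18% in these data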;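 note: higher means more holoenzyme dissociation and a rise in polarization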
PKA-R1A act – PKA-R1A complex activation; PKA-R1A dissociation, Cy5-IP20 fluorescence polarization; scaled: DMSO 0%, 113 µM cGMP 100%; P00514+P68181; activation, % at 11.4 µM; actives 0.083% (n = 340,000);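 active = percent activation above the mean of all tested compounds plus 3 SD, cut at about 19% in these data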;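 note: higher means more PKAc released from R1A so a rise in polarization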
Tat export inh – inhibitors of E. coli Tat protein transport; E. coli MC4100 TorA-mCherry Tat export, fluorescence; inhibition, % at 10 µM; actives 0.036% (n = 340,000); AID 488895;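 active = mean replicate inhibition at least 50% and at least half of replicates individually reaching 50%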;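 note: exported cargo escapes ClpAP degradation while cytoplasmic cargo is degraded and loses fluorescence; 0% = median of neutral control wells and 100% = median of NaSCN control wells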
SUMO Mot1 rescue – inhibitors of SUMOylation pathway: yeast Mot1-301 growth rescue; S. cerevisiae Mot1-301 growth rescue, ATP luminescence, 38.5C; percent above DMSO median, 100 means doubled; growth rescue, % at 18.8 µM; actives 1% (n = 320,000);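 active = every valid replicate shows activation above 250% relative to neutral control wells; inactive = the rest, any valid replicate at or below 250%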;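 note: OY570 slx delta 5 strain wells were the positive control but not used for scaling; some compounds called inactive have numbers as strong as hits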
HTR5A inv ctr – inverse agonist of human HTR5A in OPRM1-OPRD1 counter-screen; HTR5A cell line, luminescence, inverse agonism; inhibition, % at 9.3 µM; P47898; actives 0.083% (n = 340,000); in the data active = inhibition mostly above about 23%, no sharp cut-off; inactive = mostly below about 18%;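 note: 0% = cells with DMSO and 100% = no-cell wells with DMSO; some compounds called inactive have numbers as strong as hits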
Target sequence (P47898 whole entry, looked up): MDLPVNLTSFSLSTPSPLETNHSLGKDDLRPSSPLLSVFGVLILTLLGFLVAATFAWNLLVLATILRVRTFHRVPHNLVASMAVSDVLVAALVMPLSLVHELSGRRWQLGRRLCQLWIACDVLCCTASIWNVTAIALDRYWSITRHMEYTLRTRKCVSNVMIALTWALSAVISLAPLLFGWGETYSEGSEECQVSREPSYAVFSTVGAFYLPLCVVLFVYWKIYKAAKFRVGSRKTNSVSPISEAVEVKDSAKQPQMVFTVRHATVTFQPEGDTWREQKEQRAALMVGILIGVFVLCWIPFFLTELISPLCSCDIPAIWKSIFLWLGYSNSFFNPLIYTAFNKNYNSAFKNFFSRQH
HTR5A ag ctr – counter-screen for OPRM1-OPRD1 agonists: human HTR5A agonism; HTR5A agonist assay, luminescence, cell-based; activation, % at 9.3 µM; actives 0.61% (n = 340,000); AID 504692; in the data active = activation mostly above about 9.5%, no sharp cut-off; inactive = mostly below about 7.6%;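 note: 0% = cells with vehicle only and 100% = reference agonist; strong numbers were not always called active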
E coli growth – reduces bacterial viability in AddAB counter-screen. actives 0.27% (n = 330,000). inhibition, % at 11.9 µM. AID 449728. E. coli V3065 growth, OD600 absorbance, 18 h;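 active = inhibition above the campaign's mean inhibition across all tested compounds plus 3 SD, cut at about 9.9% in these data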;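 note: uninfected addAB+ strain grown without phage in ampicillin broth; 0% = DMSO wells and 100% = ciprofloxacin 0.95 µg/ml wells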
AddAB inh – less growth of phage-infected E. coli with AddAB. actives 0.29% (n = 330,000). inhibition, % at 11.9 µM. E. coli expressing H. pylori AddAB, absorbance growth; in the data active = inhibition above about 12%;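 note: 0% = vehicle wells of infected cells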
Numbers without * were called inactive; · = not tested or not shown.

SMILES	DAGLB inhibitor	phage Ecoli inh	CDK5 p35 inh	PKA-R2B act	PKA-R1A act	Tat export inh	SUMO Mot1 rescue	HTR5A inv ctr	HTR5A ag ctr	E coli growth	AddAB inh
COC(=O)c1cc(-c2c(-c3cc(OC)c(OC)c(OC)c3)noc2C)cc([N+](=O)[O-])c1	-8.2	0.2	4.7	-8.0	-3.3	-2.3	16.1	-51.3	19.1	0.7	4.1
COc1ccc(N(C(C)C(=O)NN=C2CCCCCCC2)S(C)(=O)=O)cc1 (stereo not drawn)	-1.9	4.6	0.4	0.5	-3.7	5.0	-18.8	-17.0	6.3	-3.8	1.4
CCOC(=O)C1=C(C)NC(C)=C(C(=O)OCC)C1C	0.7	3.1	-0.4	1.1	7.0	4.3	41.4	-22.1	3.1	0.8	3.2
CCc1nnc(SCc2cn3c(C)cc(C)nc3n2)n1N	-6.7	2.0	-0.6	-8.5	-11.6	0.7	3.1	1.5	-0.6	1.5	-0.3
O=C(CCc1ccccc1)NC(=S)Nc1cc(C(F)(F)F)ccc1N1CCOCC1	-8.4	·	-0.5	11.5	2.4	7.2	640.9	11.4	-1.7	1.3	1.0
Cc1nnsc1C(=O)Nc1ccc(S(=O)(=O)N2CCCCC2C)cc1 (stereo not drawn)	-0.8	1.7	-1.6	-1.5	-2.8	-3.3	4.0	9.9	-1.3	-1.0	-0.2
CC(C)CC(=O)NC(=S)Nc1ccc(NC(=O)c2ccco2)cc1	-2.0	1.2	1.2	-7.0	7.0	-13.5	-5.1	0.6	0.4	3.6	5.3
Cc1cc(C=O)c(C)n1-c1ccc(Cl)c(C(=O)O)c1	·	2.0	-0.2	·	·	-2.1	-0.8	·	·	-1.6	2.7
Cc1ccc(-c2nc3cc(N)ccc3o2)cc1Br	0.6	3.1	1.7	1.7	-2.5	-1.1	-5.8	-10.9	3.0	1.1	-0.7
Cc1ccc([C@H]2C(C(=O)O)=CC[C@@H](c3cccc(Cl)c3)N2S(=O)(=O)c2ccc(C)cc2)cc1	3.1	4.0	-0.9	0.8	7.0	5.0	·	10.8	-3.1	·	·
O=[N+]([O-])c1ccc(Sc2nccn2Cc2ccccc2)cc1	2.4	1.4	1.2	0.7	-1.0	-2.7	46.3	5.1	-1.6	-2.0	1.6
Cc1ccc(NC(=S)N2CCN(c3ccccn3)CC2)c(C)c1	-2.0	1.4	-0.2	-3.0	-6.2	-1.8	325.2*	-10.2	3.4	-0.9	5.7
O=C(O)c1ccc(Nc2nc3ccc(Cl)cc3[nH]2)cc1	-1.1	0.6	3.1	1.6	-7.8	0.6	15.0	2.8	-3.1	-1.5	3.4
COc1ccc(OC)c(CC(NC(C)=O)C(=O)NC2CCN(S(=O)(=O)c3ccc(NC(C)=O)cc3)CC2)c1 (stereo not drawn)	-0.7	-0.6	0.0	-0.1	7.0	-2.5	3.4	4.5	0.5	1.3	2.9
Cc1cccc(NC(=O)N2CCCCCC2)c1	1.2	1.4	-0.3	2.9	-2.3	7.0	25.6	0.8	-0.2	0.8	-1.4
O=C(c1cccc(F)c1)N1CCN(c2cc(N3CCCCC3)c(F)cc2[N+](=O)[O-])CC1	2.3	0.8	-2.5	7.1	5.1	-0.1	15.5	-8.0	4.3	-0.7	1.3
Cc1nnc(NC(=O)C23CC4CC(C)(CC(C)(C4)C2)C3)s1	-0.5	-1.2	0.3	-15.9	-7.3	3.5	11.7	-2.4	4.1	-0.1	-1.0
Cc1cc(C)n2nnnc2c1C#N	0.5	0.2	0.2	1.8	-3.6	-2.7	178.6	-40.9	-1.1	0.4	-0.4
CCOc1ccc(C(=O)NCC(=O)N2CCCCCCC2)cc1OCC	2.7	1.0	-1.3	-0.1	-6.9	-7.5	-1.4	-3.0	1.1	-0.4	0.7
COc1ccc(/C(C)=N/NC2=NCCN2)cc1Cl	-1.2	1.4	-0.9	2.5	6.2	1.1	164.5	-0.7	0.2	·	·
CC(=O)c1nnn(-c2ccccc2C#N)c1C	-0.4	1.2	-0.4	2.7	3.4	-1.0	-1.6	-10.4	-1.6	-1.2	0.8
O=C(O)c1cc([N+](=O)[O-])ccc1NCc1cccnc1	2.2	0.6	0.7	-1.6	-3.0	8.0	2.1	-12.4	3.3	1.6	1.1
Cc1nn(CCC(=O)NNC(=S)Nc2cccc(Cl)c2)c(C)c1[N+](=O)[O-]	1.6	2.6	1.9	-11.9	10.2	1.9	9.6	-5.6	2.1	0.5	0.5
COc1ccc(-c2nn(-c3ccccc3)cc2/C=N/O)cc1OC	-11.5	4.0	4.2	-0.8	-3.4	-2.6	-7.0	-11.6	3.0	0.2	1.7
COc1cc(NC(=O)c2ccc(F)cc2)c(OC)cc1NC(=O)CN1CCOCC1	0.6	2.6	-0.2	-6.3	-11.2	-3.1	-1.2	-1.8	0.6	-0.6	-0.8
CCCS(=O)(=O)N1CCN=C1SCc1cccnc1	-1.5	1.7	1.0	-10.4	0.6	-4.2	4.9	12.8	-4.5	-0.3	1.5
COC(=O)c1sccc1NC(=O)CN(C)NS(=O)(=O)c1ccc(F)cc1	-2.2	0.7	0.8	-2.7	-0.5	1.5	-20.8	-25.7	9.6	3.0	3.3
COC(=O)C(OC(=O)c1ccccc1)C(C)Br (stereo not drawn)	1.4	1.3	-5.0	-1.2	5.9	-1.9	10.0	-16.0	3.2	-1.5	1.9
CCOc1ccc(N2C(=O)Cc3ccccc3C2=O)cc1	-0.4	0.7	-0.1	-6.5	-1.4	3.3	153.1	1.2	-0.5	-2.1	3.8
CC(C)(C)c1cc(C(=O)NCc2cc(F)cc3c2OCOC3)n(Cc2ccccc2)n1	-5.3	-0.5	-2.6	-3.2	2.7	4.3	-2.2	12.1	6.2	-1.2	0.2
CC(O)CNC12CC3CC(CC(C3)C1)C2 (stereo not drawn)	-4.7	6.5	-0.6	0.5	-0.2	2.5	-13.9	0.8	2.8	-0.6	1.9
Cc1cc(NC(=O)c2coc(=O)c(Br)c2)ccc1C(C)C	·	1.9	0.3	·	·	-6.2	13.2	·	·	-0.8	1.6
Cc1ccc(S(=O)(=O)NCCC2(C(C)C)CCOC(C)(C)C2)cc1 (stereo not drawn)	-1.2	4.6	-0.9	1.0	2.8	2.2	9.0	-3.6	0.6	2.1	2.3
NC(=O)C1CCCN(C(=O)c2ccc3nc(Cc4cccc(Cl)c4)oc3c2)C1 (stereo not drawn)	-1.6	3.4	·	7.9	9.0	-6.4	30.6	-5.5	1.5	-1.8	2.2
N=C1/C(=C/c2ccc(-c3cccc(C(=O)O)c3)o2)C(=O)N=C2SC=C(c3ccccc3)N12	15.3	4.1	-0.9	4.2	-2.3	-5.3	4.7	-6.3	2.5	-2.3	2.9
Cc1ccc(C(=O)NC(C)c2ccc(-n3ccnc3)cc2)cc1S(=O)(=O)N1CCOCC1 (stereo not drawn)	0.2	-0.9	1.3	-3.4	-10.8	-14.0	33.5	-1.4	0.5	-1.6	4.4
Cc1ccc(-n2ncc(Cl)c2C(=O)NCc2ccccc2)cc1	-11.3	1.4	1.1	-5.9	0.3	-2.0	-15.7	-14.1	4.0	-3.8	1.3
COc1ccc(NC(=O)C(=O)NCCC2=CCCCC2)c(OC)c1	-1.1	2.3	2.0	-8.1	-5.1	2.9	-10.3	6.1	-1.8	-1.0	1.2
Cc1ccc(-c2nnn(CCOc3cccc(Br)c3)n2)cc1	-2.8	2.3	0.6	3.2	9.5	3.9	31.1	-9.2	-1.9	-0.4	0.9
Cc1cc(C)n(S(=O)(=O)c2cccc(Cl)c2Cl)n1	-3.5	0.0	1.5	1.8	7.7	2.7	-24.2	1.9	6.8	-0.1	2.7
CCOC(=O)C(C)Oc1cccc2c(=O)n(CC(=O)NCc3ccc(F)cc3)ccc12 (stereo not drawn)	-0.2	3.4	0.2	-4.6	-4.3	-4.7	-24.4	-19.1	5.3	-0.2	3.0
c1ccc(C[C@H]2CN=C(Nc3ccccc3)N2CCC2CCCC2)cc1	0.6	1.4	-0.9	3.3	-18.9	2.0	-15.8	-2.1	0.8	2.2	3.4
COc1ccc(NC(=O)CN(C)C(=O)CC2CCCCC2)cc1	-2.6	5.3	0.1	-7.5	-3.3	7.0	-6.8	0.8	-0.3	-1.9	-2.0
Cc1cc(C)cc(OCC(=O)Nc2nc(-c3cccnc3)cs2)c1	-1.6	-2.1	-0.2	4.5	-5.1	-11.5	-21.3	-6.1	-2.4	-0.2	-0.8
O=C(NCc1cccs1)c1ccc(Br)o1	2.7	7.2	-0.7	2.2	-5.4	-10.0	-7.8	-7.1	2.1	2.8	9.8
O=C(NCCCN1CCOCC1)c1ccc2c(=O)n(Cc3ccc(Cl)cc3)c(=S)[nH]c2c1	4.4	-1.2	-0.1	-1.2	-5.4	-1.4	-8.6	4.1	0.6	-2.9	0.8
COc1ccccc1C1c2[nH]c3ccccc3c2C[C@H]2C(=O)N(C3CCN(Cc4ccccc4)CC3)CC(=O)N12 (stereo partly drawn)	1.7	1.8	1.2	-3.3	-0.5	-9.9	144.0	-6.9	1.9	-1.6	1.3
CCO[C@@H]1OC(C(=O)Nc2ccccc2)=C[C@H](c2ccc(Br)cc2)[C@H]1CCCO	-2.5	2.3	1.0	1.6	-6.7	7.1	-14.1	-14.2	5.8	-2.5	-0.2
COc1cccc(/C=N/NC(=O)CCn2nnc3ccccc32)c1	-1.2	5.3	-1.4	-16.0	5.0	-1.0	-5.7	4.0	-1.5	2.5	0.8
Cc1ccc(Cn2c(C(=O)NCCCN3CCOCC3)cc3sccc32)cc1	3.9	·	-2.0	-4.3	1.4	-13.0	-2.2	14.7	-3.9	-0.7	1.6
CC(=O)c1ccc(NC(=O)C(C)OC(=O)c2cccc(-n3cnnn3)c2)cc1 (stereo not drawn)	-2.5	1.7	0.7	-13.1	-11.8	-2.1	354.0	21.9	-8.0	-1.5	0.3
CCOC(=O)N1CCC(n2c(=S)[nH]c3ccccc3c2=O)CC1	-0.9	0.9	0.1	-0.7	-2.3	-2.0	-2.1	-13.8	5.4	-0.4	2.1
COC(=O)c1nnn(CC(=O)Nc2cccc(Cl)c2)c1C(=O)OC	1.7	2.2	0.3	5.0	-5.2	1.2	111.9	-6.7	0.2	-0.2	4.6
Cc1cccc(-n2c(O)c(C=Nc3cccc(O)c3)c3ccccc3c2=O)n1	1.2	-1.7	-1.0	-5.2	-15.8	2.1	3.1	1.2	4.1	0.1	-0.5
Cc1c(NS(=O)(=O)c2ccccc2)c(=O)n(-c2ccccc2)n1C	-1.7	1.1	1.0	-7.2	-2.7	-2.0	-9.0	-33.2	6.5	-0.1	-0.8
CN(C)c1nc(N(C)C)n(Cc2c(Cl)cccc2Cl)n1	1.1	2.4	1.6	15.1	8.1	7.3	3.3	-10.5	3.7	-0.8	-2.0

Bioassay records as filed in PubChem.
